mlh1 rad18 = NCI yeast anticancer drug screen, S. cerevisiae mlh1 rad18 strain | % growth inhibition at 50 µM | 79,000 compounds, 11% hits | AID 175;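 further: 0% = growth of vehicle-only cultures of the same strain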
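Vehicle-treated cultures served as the reference for growth inhibition in a yeast strain carrying DNA damage repair alterations exposed to each compound.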
yeast sgs1 mgt1 = NCI yeast anticancer drug screen, S. cerevisiae sgs1 mgt1 strain. AID 161. % growth inhibition at 50 µM. 78,000 compounds, 10% hits;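 further: 0% = growth of vehicle-only cultures of the same strain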
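Compounds are added to genetically altered yeast, and growth is compared with cultures given vehicle alone to give percent inhibition.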
bub3 = NCI yeast anticancer drug screen, S. cerevisiae bub3 mutant strain; growth inhibition, % at 50 µM; 78,000 compounds, 9.9% hits;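 further: 0% = growth of vehicle-only cultures of the same strain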
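Compounds were applied to a genetically altered yeast strain carrying a cell-cycle control defect. Growth inhibition was scored against vehicle-treated controls.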
yeast mec2-1 = NCI yeast anticancer drug screen, S. cerevisiae mec2-1 strain; growth inhibition, % at 50 µM; 79,000 compounds, 9% hits; AID 157;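 further: 0% = growth of vehicle-only cultures of the same strain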
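Mutant yeast (mec2-1) grown with compound; growth inhibition relative to vehicle control reported.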
yeast rad50 = NCI yeast anticancer drug screen, S. cerevisiae rad50 strain; growth inhibition, % at 50 µM; AID 155; 79,000 compounds, 10% hits;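 further: 0% = growth of vehicle-only cultures of the same strain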
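Genetically altered yeast (DNA repair pathway); compound treatment; growth inhibition vs vehicle ctrl.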
cln2 rad14 = NCI yeast anticancer drug screen, S. cerevisiae cln2 rad14 strain. % growth inhibition at 50 µM. 78,000 compounds, 8.3% hits. AID 165;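 further: 0% = growth of vehicle-only cultures of the same strain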
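Test compounds were added to cln2 rad14 yeast cultures; inhibition of growth was then determined by comparison with vehicle treatment.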
Numbers without * were called inactive; & = joins results of further samples; ! = not active in a repeat. No stated cut-off is given here; in the data, active means growth inhibition above about 70%; inactive means the rest. The list is partial. The share of hits here may be higher or lower than overall.

SMILES,mlh1 rad18,yeast sgs1 mgt1,bub3,yeast mec2-1,yeast rad50,cln2 rad14
O[C@H]1[C@H](O)[C@@H](O)CN2CC[C@H](O)[C@H]12,-25,-18,-9,-24,-26,-4
O=C(O)CCCC1CCCCC1.[Ni],-19,-2,-11,15,-7,16
CC(C)OP(=O)(OCCCO)C(Cl)Cl (stereo unspecified),1,1,4,17,0,3
O=C1OCC2(CO)SC(c3ccccc3)NC12 (stereo unspecified),-7,-17,-5,0,-11,-21
O=C(CBr)OCCOC(=O)CBr,-4,-8,28,18,1,14
COP(=O)(NC(=O)OC(C)C)OC,-8,-10,-15,-21,-37,5
CCCCCCCCCCCC1CCCC(C)N1 (stereo unspecified),91*,92*,91*,93*,92*,91*
ClC1=C(Cl)C2(Cl)C3C(C4(Cl)C(Cl)=C(Cl)C3(Cl)C4(Cl)Cl)C2(Cl)C1(Cl)Cl (stereo unspecified),-12,9,-2,-6,-2,-71
CS(=O)c1ccc(COP(N)(=O)N(CCCl)CCCl)cc1 (stereo unspecified),33,-6,18,-7,-11,16
Cc1ccc(C(=O)Nc2ccc(CP(=O)(O)O)cc2)cc1NC(=O)c1cccc(NC(=O)Nc2cccc(C(=O)Nc3cc(C(=O)Nc4ccc(CP(=O)(O)O)cc4)ccc3C)c2)c1,-9,4,-2,1,0,-10
c1cs[c]([Hg][c]2cccs2)c1,99*,100*,99*,100*,100*,98*
COC(=O)C1=C(O)C(C(=O)OC)[C@]2(O)[C@@H](C(=O)OC)[C@H]1C[C@@H](c1ccccc1)[C@@H]2C(=O)OC (stereo partly specified),99*,98*,98*,98*,98*,84*
C1CN1Sc1nc(SN2CC2)nc(SN2CC2)n1,27,20,12,-6,-1,-73
O=C(O)C(O)C(O)C(=O)O (stereo unspecified),-1&-10&-3,3&-5&-34,5&-13&-26,-27&-38&-4,15&-20&-2,-83&6&11
Cn1nc(-c2ccc(S(=O)(=O)F)cc2)s/c1=N/NC(=O)c1ccccc1,4,20,19,2,4,23
C=CCC1(O)CCC2C3CCC4=CC(=O)CCC4=C3C=CC21CC (stereo unspecified),22,20,22,-7,27,20
COc1ccc(/C=C\c2cc(OC)c(OC)c(OC)c2)cc1OC(=O)CCC(=O)O,-27,9,14,-12,-13,24
NC(N)=NN(CCN(N=O)N=C(N)N)N=O,-8,15,-38,11,16,-37
CCCCOC1OCN(C2CCCCC2)CC1(C)C (stereo unspecified),42,28,37,28,14,14
CC1(C)C2=CC[C@H]3[C@@H]4CC[C@H](O)[C@@]4(C)CC[C@@H]3[C@@]2(C)CC[C@@H]1O,-3,-5,5,-16,-3,-19
CCCN(CCC)C(=O)[S-].CCCN(CCC)C(=O)[S-].[Ni+2],-4,33,3,-6,35,-39
c1ccc2c(C3CCCCN3)c[nH]c2c1 (stereo unspecified),13,-1,-11,6,-2,-16
CCOP(=O)(NCCc1ccccc1)OCC,-12,-7,-33,-37,-37,-4
[NH-]C(CCC(N)=O)C(=O)O.[NH-]C(CCC(N)=O)C(=O)O.[Zn+2] (stereo unspecified),-38,-27,-27,-23,-23,13
CC12CCC(O)CC1=CCC1C2CCC2(C)C1CCC2(O)CC#N (stereo unspecified),36,55,3,8,63,-32
CCC(C)OP(=S)(S)OC(C)CC.[Zn+2] (stereo unspecified),-6,-6,25,22,2,-6
NCCN1CC2CCC(CC2)C1,-12,-27,-4,-48,-53,-6
ClCCN(CCCN(CCCl)c1ccccc1)c1ccccc1,-28,32,-5,13,12,-8
Oc1ccc(Cc2ccc(O)cc2)cc1,6,0,-3,-3,0,-16
CC1(C)CC(=O)C(=[N+]=[N-])C(=O)C1,9,5,5,25,12,-18
CCN(CCCl)CCCCCNc1c2ccccc2nc2ccc(OC)cc12,76*,83*,79*,85*,84*,84*
COC(=O)C[CH2][Sn]([CH2]CC(=O)OC)([c]1ccccc1)[c]1ccccc1,-25,-7,14,31,8,-16
COC1OC(CN=[N+]=[N-])C2OC12 (stereo unspecified),8,-3,1,0,5,4
C=C[C@]1(O)CC[C@H]2[C@@H]3CC[C@H]4CC=CC[C@]4(C)[C@H]3CC[C@@]21C,2,8,41,11,-24,-23
O=[N+]([O-])c1cccc2ncccc12,9,18,18,-14,-3,-7
CCCCOP(=O)(NNC=O)OCCCC,15,11,10,2,5,3
CCCn1nnnc1N,19,0,-3,-15,-5,7
COC(=O)CP(=O)(OC)OC,7,2,1,-24,5,-3
Nc1cc(N)c([N+](=O)[O-])cc1[N+](=O)[O-],11,14,10,3,21,6
[Cl][Hg][Cl],92*,94*,93*,93*,91*,92*
BrCc1ccccc1CBr,39,22,0,10,47,-25
CN1CCOP(=O)(c2ccccc2)N1 (stereo unspecified),-8,-12,-3,-22,-37,1
COP(=O)(OC)C(=O)c1ccc(C)cc1,-7,2,16,-6,15,-37
ClC(OCC(Cl)(Cl)Cl)C(Cl)(Cl)Cl (stereo unspecified),-6,8,33,-11,35,8
CCOC(=N)N1[C@H](C)[C@@H]1C,-7,-42,-43,-42,43,-19
C/C(=N\N=C(N)N)C(CN1CCOCC1)C(c1ccccc1)c1c(O)c2ccccc2oc1=O (stereo unspecified),49,86*,78*,81*,86*,85*
NC(N)=NCCN1CC2CCC(CC2)C1,-19,-14,-19,-28,-34,-12
Cc1c2ccccc2cc2ccccc12,98*,98*,98*,99*,98*,98*
NCCc1c[nH]c2ccc(OC(=O)C(=O)O)cc12,4,-29,-43,-17,2,-22
O=C(O)c1ccc([N+](=O)[O-])c([N+](=O)[O-])c1,25,33,10,5,22,7

(next part)
SMILES,mlh1 rad18,yeast sgs1 mgt1,bub3,yeast mec2-1,yeast rad50,cln2 rad14
CCCCCCC1C(=O)NC(=O)NC1=O,-12,-8,3,-15,-4,-8
CP1(=S)CCC2=C1c1ccc(O)cc1CC2 (stereo unspecified),-7,-5,-7,-41,15,-42
CCC[CH2][Sn]([CH2]CCC)([S]C#N)[S]C#N,88*,91*,89*,91*,89*,86*
CN(C)CCC(C#N)(c1ccccc1)c1ccccc1,3&9,8&-4,15&-4,7&4,5&13,-7&6
CC(C)=CCN=C(N)N,-29,-17,-37,-51,-9,-8
CCOC(=O)C[N+]1(C)C2CCC1CC(OC(=O)C(CO)c1ccccc1)C2 (stereo unspecified),10,3,16,-11,11,15
S=C=NCc1ccccc1,2,20,1,3,-2,-13
[CH3][Sn]([CH3])([Br])[CH2]CCBr,96*,89*,95*,88*,84*,48
c1cncc([C@@H]2CCCCN2)c1,-56,-29,-41,-57,-70,-22
NC(Cc1ccccc1)c1ccccc1 (stereo unspecified),0&15,-17&0,2&5,-1&-7,-2&3,-23&-36
COc1ccccc1/C=C(/C)[N+](=O)[O-],100*,99*,100*,100*,100*,100*
CCC[CH2][Sn]1([CH2]CCC)[O]C(=O)c2cccnc2[S]1,80*,77*,83*,78*,78*,63
N=C(N)c1ccccc1,47&-14,18&-2,25&7,2&5,80*!,49&-1
COC(=O)C1=C(C)NC(=S)NC1c1ccc(N(CCCl)CCCl)cc1Cl (stereo unspecified),91*,86*,97*,87*,51,62
O=[N+]([O-])c1cccc(P(=O)(O)O)c1,1,3,-4,54,-7,5
O=S(=O)(O)c1ccc(Cl)cc1.[Cd],59,50,3,39,57,21
NCCc1ccccc1,-10,2,-18,-21,0,-17
C(=Nc1ccccc1)C1CCCC[N-]1.C(=Nc1ccccc1)C1CCCC[N-]1.[Cu+2].[O-][Cl+3]([O-])([O-])O (stereo unspecified),88*,65,74*,84*,90*,93*
CCC#CC(O)(C(=O)OC)c1ccccc1 (stereo unspecified),-3,-16,-28,15,-7,-18
O=C(/C=C/C1C(=O)NC(=O)NC1=O)CC(=O)C(=O)Nc1cc(Cl)c(Cl)cc1Cl,-4,-9,-10,2,-5,-12
CCOC(OCC)/C(=C\N(C)C)N=C(C#N)C#N,-2,5,3,-2,1,-35
[CH3][Sb]1([Cl])[CH2]CCC[CH2]1,36,11,32,33,0,-6
C[C@]12CC[C@H](O)C[C@H]1CC[C@@H]1[C@@H]2CC[C@]2(C)[C@@H](C3=CC(=O)OC3)CC[C@]12O,8,6,15,12,-4,-56
COc1ccc(OC(=O)N(C)C)cc1,-4,-3,6,-2,-1,-4
[Cl][Pt+2][Cl].[NH-]c1ccc(Cl)cc1[NH-],8,-3,-11,-12,10,8
CCOc1c(Br)cc(Br)cc1C=C(C#N)C#N,21,23,26,19,40,11
[Cu+2].[NH-]c1ccccc1C(=O)O.[NH-]c1ccccc1C(=O)O,-52,-14,-27,-22,-35,-88
CC1(C)N=C(N)N=C(N)N1c1ccc(CCCC(=O)Nc2cccc(S(=O)(=O)F)c2)cc1,7,-18,-14,-3,12,-28
O=C(NC(Cc1ccc(NP(=O)(Oc2ccccc2)N(CCCl)CCCl)cc1)C(=O)OCc1ccccc1)OCc1ccccc1 (stereo unspecified),7,-6,-11,0,-7,-24
O=[N+]([O-])C=C([SH2+])[SH2+].O=[N+]([O-])C=C([SH2+])[SH2+].[Ni+2].c1ccc(C[P+](c2ccccc2)(c2ccccc2)c2ccccc2)cc1,93*,97*,96*,98*,94*,88*
c1ccc(C2(N3CCOCC3)CSC2)cc1,-7,1,-45,-5,-6,-17
C/C(=N\NC(N)=O)C(CN1CCCCC1)C(c1ccccc1)c1c(O)c2ccccc2oc1=O (stereo unspecified),82*,88*,79*,83*,83*,73*
O=c1ccc(=O)[nH][nH]1.[Mn],-2,-14,7,4,2,17
O=C(c1ccccc1)c1c(CNCc2ccccc2)n(C(=O)c2ccccc2)c2ccccc12,-14,-11,-2,-8,8,-56
CCCCOP(=O)(/C=C/c1cccs1)OCCCC,37,79*,61,37,81*,8
C[C@]1(O)CC[C@H]2[C@@H]3CCC4=CC(=O)CC[C@]4(C)[C@@]34O[C@H]4C[C@@]21C,21,13,6,-3,35,-25
CC(=O)OC1[C@H](n2ccnc2)C[C@H]2[C@@H]3CC=C4CC(N5CCCC5)CC[C@]4(C)[C@H]3CC[C@]12C (stereo partly specified),-55,-30,-49,-9,2,7
O=[As](O)(O)c1ccc(N=Nc2ccccc2)cc1,-17,-6,6,-14,-4,-20
Cc1ccc(CCN(C)C)cc1,-53,-16,-21,-14,-30,-20
CN(C)C1CCNCC1,-2,17,5,5,20,5
O=C(CF)NC(Cc1ccccc1)C(=O)O (stereo unspecified),-2,-6,1,-2,1,3
CN1CN(c2ccccc2)C2(CCN(Cc3ccccc3)CC2)C1=O,-3,-2,-5,-4,18,12
CN(CCCl)c1ccc(/C=C/C2=[N+](C)c3ccccc3C2(C)C)cc1,99*,100*,99*,100*,100*,98*
CCCCNCCc1cccnc1,16,21,1,14,34,24
CNC(=O)c1[nH]cnc1/N=N/N(C)N,89*,90*,89*,92*,85*,88*
C1CC[N-]CC1.C1CC[N-]CC1.[Cl][Pd][Cl],15,13,11,9,1,-24
Clc1cccc2nncc(N3CC3)c12,9,-17,-9,24,2,-6
O=[N+]([O-])c1ccc(N2CCOCC2)c2c1no[n+]2[O-],84*,89*,92*,94*,91*,74*
CCC1(O)CC(O)c2c(O)c3c(c(O)c2C1C(=O)OC)C(=O)c1cccc(O)c1C3=O (stereo unspecified),37,28,14,40,21,22

4 of the compounds above, as labelled records.
c1ccc(C2(N3CCOCC3)CSC2)cc1
  mlh1 rad18: -7; yeast sgs1 mgt1: 1; bub3: -45; yeast mec2-1: -5; yeast rad50: -6; cln2 rad14: -17
C/C(=N\NC(N)=O)C(CN1CCCCC1)C(c1ccccc1)c1c(O)c2ccccc2oc1=O (stereo unspecified)
  mlh1 rad18: 82*; yeast sgs1 mgt1: 88*; bub3: 79*; yeast mec2-1: 83*; yeast rad50: 83*; cln2 rad14: 73*
O=c1ccc(=O)[nH][nH]1.[Mn]
  mlh1 rad18: -2; yeast sgs1 mgt1: -14; bub3: 7; yeast mec2-1: 4; yeast rad50: 2; cln2 rad14: 17
O=C(c1ccccc1)c1c(CNCc2ccccc2)n(C(=O)c2ccccc2)c2ccccc12
  mlh1 rad18: -14; yeast sgs1 mgt1: -11; bub3: -2; yeast mec2-1: -8; yeast rad50: 8; cln2 rad14: -56

Screens: PubChem BioAssay, NCI
